# Shiga toxin inh = inhibitors of Shiga toxin in Vero cells. inhibition, % at 38.7 µM. 290,000 tested, 9.2% active. Vero cells, Shiga toxin protein synthesis inhibition reporter; in the data active = inhibition mostly above about 28%, no sharp cut-off; inactive = mostly below about 43%; note: 0% is about no effect
# LmPK inhibitor = inhibitors of Leishmania mexicana pyruvate kinase; Q27686; purified LmPK, Kinase-Glo ATP luminescence, 1 h; Potency, µM (doses to about 57.5 µM), inactives show top-dose activity change, negative = inhibition, actives largely listed as inhibitors; 290,000 tested, 0.37% active; AID 1721; note: potency is the fitted concentration of half-maximal effect; % is set by controls: 0 for no effect and ±100 for the full control effect
# Target sequence (Q27686 whole entry, looked up): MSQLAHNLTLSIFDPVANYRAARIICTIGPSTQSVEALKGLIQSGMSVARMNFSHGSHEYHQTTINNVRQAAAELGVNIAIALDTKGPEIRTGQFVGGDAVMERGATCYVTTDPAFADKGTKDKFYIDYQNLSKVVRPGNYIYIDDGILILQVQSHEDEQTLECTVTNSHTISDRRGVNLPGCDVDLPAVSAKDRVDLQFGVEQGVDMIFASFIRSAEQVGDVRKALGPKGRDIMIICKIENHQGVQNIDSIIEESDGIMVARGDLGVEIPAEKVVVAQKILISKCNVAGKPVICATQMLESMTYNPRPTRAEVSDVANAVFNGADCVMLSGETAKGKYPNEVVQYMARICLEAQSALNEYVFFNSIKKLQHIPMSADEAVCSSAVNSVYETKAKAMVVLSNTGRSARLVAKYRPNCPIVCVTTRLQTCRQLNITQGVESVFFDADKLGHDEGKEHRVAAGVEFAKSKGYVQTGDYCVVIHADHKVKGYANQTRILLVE
#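 0.1 nM LmPK, 0.5 mM PEP, 0.1 mM ADP; 50 mM imidazole pH 7.2, 7 mM MgCl2, 50 mM KCl; 1 h RT. Kinase-Glo luminescence readout, normalized to no-enzyme (full inhibition) and uninhibited wells.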
# Pf growth 48h = P. falciparum growth inhibition at 48 hours (one generation); Potency, µM (doses to about 28.7 µM), for the others: at the top dose activity change, negative = inhibition, most hits filed as inhibitors; P. falciparum luciferase growth in erythrocytes, 48 h; 310,000 tested, 5.9% active; note: potency is the fitted concentration of half-maximal effect; % is set by controls: 0 for no effect and ±100 for the full control effect
#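 First compound was added to culture medium, then infected red cells at 0.1% parasitemia and 2% hematocrit (final). After incubation at 37 C under 5% CO2, luciferase detection reagent was dispensed and light output recorded.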
# Pf growth 96h = P. falciparum growth inhibition at 96 hours. P. falciparum luciferase reporter growth, 96 h. Potency, µM (top dose mostly 28.7 µM), for inactives: at the highest dose activity change, negative = inhibition, most hits filed as inhibitors. 320,000 tested, 6.9% active; note: potency is the fitted concentration of half-maximal effect; % is set by controls: 0 for no effect and ±100 for the full control effect
#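 Infected RBCs, 2% Hct / 0.05% parasitemia final; luciferase-reporter P. falciparum; cpd 96 h, 37 C, 5% CO2; luciferase detection reagent; luminescence.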
# Tb PYK inh = inhibitors of Trypanosoma brucei pyruvate kinase; Q57TT1; TbPYK enzyme, Kinase-Glo Plus ATP luminescence, 45 min; Potency, µM (series often up to 76.8 µM), for inactives: top-dose activity, negative = inhibition, hits mostly inhibitors; 410,000 tested, 0.12% active; AID 624173; note: potency is the fitted concentration of half-maximal effect; % is set by controls: 0 for no effect and ±100 for the full control effect; nearly all actives have a fitted effect of over 50% in size
#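 Assay buffer: 50 mM TEA pH 7.2, 100 mM KCl, 10 mM MgCl2, 0.05% BSA, 0.01% Tween-20. Pyruvate kinase from T. brucei plus substrate met compound, then ADP (130 uM final). Luminescence was read post 45 min RT.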
# Cycloheximide cs = counter-screen for Shiga toxin inhibitors: cycloheximide protein synthesis inhibition. cell reporter, cycloheximide protein synthesis inhibition counterscreen. 300,000 tested, 12% active. max response, %; in the data active = max response mostly above about 13%, no sharp cut-off; inactive = mostly below about 14%; note: read at 38.3 µM for the half of the compounds with a filed dose; 0% is about no effect
# AMA1-RON2 inh = inhibitors of Plasmodium falciparum AMA1-RON2 interaction; AlphaScreen AMA1-biotinylated RON2 peptide binding; Potency, µM (highest dose often 58.2 µM), for the others: at the highest dose activity change, negative = inhibition, actives largely listed as inhibitors; 360,000 tested, 0.2% active; AID 720542;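 note: potency is the fitted concentration of half-maximal effect; 0% = vehicle wells and -100% = peptide control; nearly all actives have a fitted effect of over 45% in size; some results filed as inactive show a strong effect at the top dose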
#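 AMA1 (3D7) with his tag at 25 nM final met compounds first, then biotinylated RON2 peptide at 25 nM; detection used donor plus acceptor beads, 10 µg/mL apiece, read by AlphaScreen after 30 min at room temperature.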
# * hit, by the source's call; u = inconclusive; x = not tested or not shown; & = joins results of further samples; [ ] = dose if it differs, or a comment. Unless noted, calls come from the whole dose curve; as a rule, active = well fitted curve in the direction sought with a large enough effect; inconclusive = small, poorly fitted or top-dose-only effect, or another doubt; inactive = no such curve, though single readings can be large; an effect the other way counts as inactive or inconclusive.
# Start of the data: the first 5 entries, to show the layout:
SMILES,Shiga toxin inh,LmPK inhibitor,Pf growth 48h,Pf growth 96h,Tb PYK inh,Cycloheximide cs,AMA1-RON2 inh
CCOc1ccc(NC(=O)C(Cc2ccccc2)N2C(=O)c3cccc4cccc(c34)C2=O)cc1 (centres undefined),-6.0,0.3%,u,u,-0.4%,-2.9,-7.7%
CCC(=O)N1CCc2cc(S(=O)(=O)Nc3ccc4c(c3)OCCO4)ccc21,-10.5,6.0%,-27.3%,u,-4.5%,-2.7,26.8%
c1ccc2cc3[nH]c(CN4CCOCC4)nc3cc2c1,34.6*,0.4%,10.9%,u,7.8%,17.3*,4.6%
COc1ccc(C(C)=O)cc1COC(=O)CCCN1C(=O)c2ccccc2C1=O,-8.2,0.6%,-18.2%,13.6%,-3.2%,-1.2,3.8%
C=CCOc1ccccc1CN1CCCC(CCC(=O)N(C)CCc2ccccn2)C1 (centres undefined),1.9,10.3%,-4.2%,11.7µM*,-0.7%,0.5,5.4%

# The listing, from the start:
SMILES,Shiga toxin inh,LmPK inhibitor,Pf growth 48h,Pf growth 96h,Tb PYK inh,Cycloheximide cs,AMA1-RON2 inh
CCOc1ccc(NC(=O)C(Cc2ccccc2)N2C(=O)c3cccc4cccc(c34)C2=O)cc1 (centres undefined),-6.0,0.3%,u,u,-0.4%,-2.9,-7.7%
CCC(=O)N1CCc2cc(S(=O)(=O)Nc3ccc4c(c3)OCCO4)ccc21,-10.5,6.0%,-27.3%,u,-4.5%,-2.7,26.8%
c1ccc2cc3[nH]c(CN4CCOCC4)nc3cc2c1,34.6*,0.4%,10.9%,u,7.8%,17.3*,4.6%
COc1ccc(C(C)=O)cc1COC(=O)CCCN1C(=O)c2ccccc2C1=O,-8.2,0.6%,-18.2%,13.6%,-3.2%,-1.2,3.8%
C=CCOc1ccccc1CN1CCCC(CCC(=O)N(C)CCc2ccccn2)C1 (centres undefined),1.9,10.3%,-4.2%,11.7µM*,-0.7%,0.5,5.4%
COc1ccc([N+](=O)[O-])cc1NC(=O)C(C)Sc1nc(-c2ccccc2)cs1 (centres undefined),-7.0,1.3%,u,u,3.8%,0.3,-21.5%
CC1=Nc2ccc(C)cc2/C1=C/c1c(N)n2oc(C)cc2nc1=O,-0.2&-16.6,-1.3%&0.2%,12.0%&-6.8%,1.9%&34.1%,-1.8%&3.5%,0.7&-2.6,u
Cc1cnn(C2CCN(C)CC2)c1N,-9.2,-3.1%,5.6%,62.2%[activator],-1.1%,-2.9,10.7%
COC(=O)c1ccc(C2Nc3ccc(/C(C)=N/NC(=O)C(OC)c4ccccc4)cc3C3C=CCC32)cc1 (centres undefined),0.7,-6.2%,u,4.15µM*,u,-3.8,-14.5%
O=C1c2ccccc2C(=O)C12Cc1ccccc1N1CCN(c3ccccc3)CC12 (centres undefined),21.8,2.7%,-21.9%,-148.5%,0.3%,10.2,-6.3%
CCNC(=O)c1cc(S(=O)(=O)N(C)C)c(Cl)cc1Cl,-8.6,4.9%,24.3%,-33.8%,4.1%,-3.9,-6.4%
Cn1c(O)c(C=NCCN2CCNCC2)c(=O)[nH]c1=O,-8.1,-0.3%,37.0%[activator],2.4%,-2.9%,-1.0,52.9%[activator]
CCc1noc(C)c1C(=O)OCC(=O)c1ccc(OC)c(OC)c1,x,x,-21.0%,u,3.9%,x,1.7%
Cc1cc(C)c(S(=O)(=O)Nc2ccc3c4c(cccc24)CC3)c(C)c1,24.0,2.3%,u,u,-5.2%,5.3,-0.4%
Cc1cc(C)cc(NC(=O)CCCn2nc(C)c3c(C)n(-c4ccccc4)nc3c2=O)c1,-1.9,0.7%,9.0%,13.1µM*,-5.7%,-2.0,-9.8%
CCc1nc(Nc2cc(OC)ccc2OC)c2oc3ccccc3c2n1,16.8,-3.0%,-6.4%,14.2%,-9.2%,10.8,-14.3%
O=C1SCC(c2ccccc2)=NN1Cc1ccccc1,7.0,-0.2%,-6.0%,u,-7.3%,-4.4,40.0%[activator]
N#CC(c1ccccc1)c1cnccn1 (centres undefined),x,x,18.1%,114.7%[activator],3.3%,x,-1.9%
Clc1ccc(Cc2noc(CN3CCN(c4ccccc4)CC3)n2)c(Cl)c1,24.1,-2.8%,6.4%,24.0%,-6.5%,-0.8,-4.9%
COc1ccccc1NC(=O)Nc1cnccn1,25.9,-13.0%,-14.5%[5.75 µM],u,-1.6%,5.0,33.2%[activator]
Cn1c(CCc2nc3ccccc3[nH]2)nnc1SCC#N,-12.5,-3.4%,u,11.1%,2.1%,-3.7,-10.2%
COC(=O)c1c(C)oc(C)c1S(=O)(=O)N(C)C1CCCCC1,-8.3,0.7%,-0.9%,-7.3%,-1.1%,7.4,8.2%
CCCCCC(=O)NC(NC(=S)Nc1ccc(S(N)(=O)=O)cc1)C(Cl)(Cl)Cl (centres undefined),-18.3,3.0%,-17.7%,22.0%,3.3%,-2.1,5.1%
COCCN(C(=O)COC(=O)C1CC1)c1c(N)n(Cc2ccccc2)c(=O)[nH]c1=O,x,x,-9.9%,58.7%[activator],-11.1%,x,3.1%
CCN(CC)S(=O)(=O)c1ccc(-c2nnc(SCC(=O)Nc3nnc(C)s3)n2CC)cc1,-18.7,-5.7%,x,x,-13.5%,-10.1,2.1%

# Further entries follow:
SMILES,Shiga toxin inh,LmPK inhibitor,Pf growth 48h,Pf growth 96h,Tb PYK inh,Cycloheximide cs,AMA1-RON2 inh
Cc1ccc(OC(C)c2nnc(N)s2)cc1Cl (centres undefined),-2.8,-3.2%,-15.4%,-0.7%,12.8%,-2.7,-0.6%
CCOC(=O)c1ccccc1NC(=O)C1=COCCO1,x,x,16.1%,66.3%[activator],-3.9%,x,-23.2%
O=C(COC(=O)c1ccc(O)cc1)Nc1ncc(Cl)cc1Cl,-19.9,-0.4%,10.8%,-0.3%,-1.7%,-2.7,-5.3%
O=c1c2ccccc2ncn1-c1ccc(Cl)c(Cl)c1,8.9,1.5%,34.0%[activator],x,3.4%,1.2,-5.6%
COc1ccccc1NC(=O)CNS(=O)(=O)c1ccccc1,10.8,1.2%,24.6%,x,5.2%,3.6,-3.1%
Cc1ccc(C)c(N(CC(=O)NC(C)(C)C)C(=O)CCC(=O)Nc2nccs2)c1,-5.8,1.1%,-10.1%,-2.6%,7.3%,-1.1,7.7%
Cc1cc(C)nc(N(C#N)CC(=O)N2CCC(C(N)=O)CC2)n1,9.8,-1.1%,10.7%,9.7%,-12.9%,7.0,6.9%
COc1ccccc1N1CCN(CC(=O)Nc2ccc(Cl)c(C(F)(F)F)c2)CC1,-4.7,1.9%,-8.5%,u,-60.0%,-2.1,-5.4%
Cc1ccc(C(C)n2cc(C(=O)NCc3cccnc3)nn2)cc1 (centres undefined),-22.2,3.9%,x,6.9%,2.8%,-3.8,0.0%
CCN(C(=O)c1ccnn1C)c1ccccc1,-3.4,2.2%,6.4%,-5.0%,-11.6%,-2.4,0.4%
CCOc1cc(N(CC)CC)ccc1/C=C(/C#N)c1nc2ccccc2[nH]1,82.2*,1.4%,-18.9%,8.28µM*,1.7%,27.3*,-13.1%
COc1ccc(OC)c(S(=O)(=O)N2CCC(C(=O)NCc3ccccn3)CC2)c1,6.8,-0.9%,-4.0%,4.4%,1.9%,-7.3,2.5%
COc1ccc(S(=O)(=O)N2CCOCC2)cc1NC(=O)CSc1nnc2c(n1)[nH]c1ccccc12,-9.5,8.9%,u,u,-4.1%,3.6,24.1%
CC(NC(=O)CCC(=O)c1cccs1)c1ccccc1 (centres undefined),x,x,25.5%,24.4%,-20.2%,x,-16.8%
COc1cccc(CN2CC(C(=O)NCc3ccc(C)c(F)c3)CCC2=O)c1 (centres undefined),12.3,7.5%,8.1%,-19.6%,0.0%,9.7,-3.0%
Cc1ccc(NC(=O)COC(=O)CNC(=O)c2ccco2)cc1,3.8,-5.7%,190.4%[activator],53.8%[activator],0.3%,-4.5,6.9%
CN1CCc2nc(NC(=O)COc3ccc(C#N)cc3)sc2C1,33.6,7.2%,3.6%,-14.8%,-4.0%,5.9,-5.5%
C/C=C/C1=CC(=O)C[C@H](c2ccc(F)cc2)C1,x,x,41.4%[activator],u,u,x,-5.3%
CCC(=O)NNc1nc2c(F)cc(F)cc2s1,3.5,2.5%,47.3%[activator],81.7%[activator],-1.3%,-1.3,124.0%[activator]
NCCCCCc1nnc(SCc2ccccc2Cl)o1,5.0,-3.1%,33.0%[activator],6.9%,3.4%,-3.7,-12.1%
Nc1cc(Cl)cc(Cl)c1,x,x,48.0%[activator],40.4%[activator],-7.4%,x,-5.4%
CCOC(=O)c1c(C)[nH]c(C)c1C(=O)COC(=O)/C=C/c1ccc(OC)cc1,x,x,u,u,0.4%,x,3.6%
N#CCCN(C(=O)COC(=O)CCc1c[nH]c2ccccc12)c1ccc(F)cc1,x,x,u,u,-0.8%,x,-19.8%
Cc1nn(CC(=O)NCC(C)c2ccccc2)c(=O)c2cccn12 (centres undefined),4.3,2.6%,22.6%,27.4%,-1.1%,7.1,6.3%
CCCCN(C(=O)C(C)Oc1ccc(Cl)cc1)c1c(N)n(CCCC)c(=O)[nH]c1=O (centres undefined),x,x,13.4%,2.1%,-4.9%,x,-7.5%

# (continued)
SMILES,Shiga toxin inh,LmPK inhibitor,Pf growth 48h,Pf growth 96h,Tb PYK inh,Cycloheximide cs,AMA1-RON2 inh
Clc1ccccc1OCc1nnc2n1CCCCC2,-1.9,-1.2%,22.1%,0.0%,5.7%,-1.5,-4.7%
CN(Cc1ccccc1)C(=O)c1nc[nH]c1C(=O)N(C)Cc1ccccc1,x,x,43.0%[activator],u,-5.6%,x,-7.5%
NCCCSC1=NCCCN1,-11.5,3.7%,14.9%,-23.3%,6.2%,-1.7,2.8%
O=C(Nc1ccccc1)Oc1ccc[nH]c1=O,15.9,-6.9%,16.1%,42.2%[activator],6.8%,21.1*,-4.7%
CCN(C(=O)CSc1nc2ccccc2n1CC)C1CCS(=O)(=O)C1 (centres undefined),-23.1,-8.4%,-24.4%,-10.7%,-2.2%,1.9,5.1%
COC(=O)c1ccc(Cl)cc1N(Cc1c(F)cccc1Cl)S(C)(=O)=O,1.2,2.5%,-0.3%,u,-9.8%,1.6,12.1%
Cc1ccc2nc(C(F)C(F)(F)F)[nH]c2c1 (centres undefined),44.0*,2.6%,24.9%,u,2.0%,21.6*,12.2%
Cc1ccccc1OCC(O)Cn1c2ccccc2c2ccccc21 (centres undefined),-2.9,-0.2%,8.28µM*,11.7µM*,-5.3%,-3.7,44.0%[activator]
COc1ccc(Cl)cc1NC(=O)CN(C)C(=O)Cn1cnc2c1c(=O)n(C)c(=O)n2C,x,x,7.1%,22.5%,3.4%,x,-14.5%
C#CCOCCOCCOCCNc1nc(N2CCN(C(=O)[C@H](CCC(=O)O)n3cc(C(N)CC(C)C)nn3)CC2)nc(N2CCN(C(=O)[C@H](Cc3cc4ccccc4[nH]3)n3cc(C(N)[C@H](C)CC)nn3)CC2)n1 (some centres undefined),-11.3,1.8%,5.1%,10.5%,-4.8%,-1.8,31.7%[activator]
C=CCn1c(N)c(C(=O)Nc2ccc(C)cc2)sc1=S,14.6,3.4%,x,6.5%,-12.0%,30.1*,-8.8%
CCNc1nc(CN2CCCCC2)nc2scc(-c3ccccc3)c12,-8.7,3.1%,0.0%,-3.7%,-6.3%,-3.2,11.0%

# Screening data deposited in PubChem by National Center for Advancing Translational Sciences (NCATS).
